Bioassay records from PubChem.
Glioma ERSR ind: qHTS for Inducers of the Endoplasmic Reticulum Stress Response (ERSR) in Human Glioma: qHTS | U87-MG GRP78 promoter luciferase reporter, 16 h | Potency, µM, for the others: top-dose activation, usual class: activators | actives 0.02% (n = 420,000) | AID 602332, 2012; note: potency is the fitted concentration of half-maximal effect; series mostly up to about 76 µM; % of control where 0% means no effect; nearly all actives have a fitted effect of over 35% in size
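Stably transfected U87-MG glioma cells carrying a GRP78-based luciferase sensor; 16 h compound incubation. Luminescence end-point read 10 min after Bright-Glo addition at room temperature.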
Vif-A3G inh: qHTS for Inhibitors of Vif-A3G Interactions: qHTS. Potency, µM (doses to about 46.1 µM), inactives show top-dose activity, negative = active, usual class: inhibitors. DNA dC->dU-editing enzyme APOBEC-3G (Homo sapiens), Q9HC16. HeLa A3G-eYFP + Vif (tagged APOBEC3G with the HIV-1 protein that degrades it), YFP fluorescence, overnight. actives 0.076% (n = 410,000);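 note: potency is the fitted concentration of half-maximal effect; % is set by controls: 0 for no effect and ±100 for the full control effect; nearly all actives have a fitted effect of over 60% in size; hits raise eYFP signal because A3G escapes Vif-driven loss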
Target sequence (Q9HC16 whole entry, looked up): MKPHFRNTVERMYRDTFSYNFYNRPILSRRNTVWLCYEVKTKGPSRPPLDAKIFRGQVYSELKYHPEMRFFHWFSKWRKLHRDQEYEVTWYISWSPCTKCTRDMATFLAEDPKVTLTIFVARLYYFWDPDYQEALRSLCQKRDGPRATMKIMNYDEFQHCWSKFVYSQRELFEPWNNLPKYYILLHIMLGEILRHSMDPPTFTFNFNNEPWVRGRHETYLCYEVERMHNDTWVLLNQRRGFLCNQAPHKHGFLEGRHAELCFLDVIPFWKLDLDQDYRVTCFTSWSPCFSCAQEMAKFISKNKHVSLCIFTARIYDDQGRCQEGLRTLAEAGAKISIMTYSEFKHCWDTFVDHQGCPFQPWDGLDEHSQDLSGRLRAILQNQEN
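HeLa cells stably expressing Vif and C-terminally eYFP-tagged A3G, seeded overnight at 37 deg C, then exposed to compound by pintool overnight at 37 deg C. Rise in yellow fluorescence (Ex 488/Em 500-530, Acumen) marks blocked Vif-driven A3G degradation.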
D1 potentiator: Potentiators of Human D1 Dopamine Receptor: qHTS | potentiation, % at 10 µM | actives 0.036% (n = 360,000) | HEK293 TREx D1 cells, calcium flux, dopamine EC20 potentiation; in the data active = potentiation above about 30%; note: 0% is about no effect
Target sequence (P21728 whole entry, looked up): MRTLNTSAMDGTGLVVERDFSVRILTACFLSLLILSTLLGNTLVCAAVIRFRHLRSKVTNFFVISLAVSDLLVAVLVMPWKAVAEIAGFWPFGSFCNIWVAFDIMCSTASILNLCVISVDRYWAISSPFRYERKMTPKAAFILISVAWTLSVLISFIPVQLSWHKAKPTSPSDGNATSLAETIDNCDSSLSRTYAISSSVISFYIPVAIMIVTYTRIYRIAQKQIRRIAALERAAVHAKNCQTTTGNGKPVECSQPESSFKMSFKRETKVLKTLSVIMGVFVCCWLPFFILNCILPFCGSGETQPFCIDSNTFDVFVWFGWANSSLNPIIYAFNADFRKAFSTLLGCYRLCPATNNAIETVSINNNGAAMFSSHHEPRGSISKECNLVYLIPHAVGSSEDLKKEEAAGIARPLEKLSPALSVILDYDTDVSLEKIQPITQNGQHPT
Vif-A3F inh: qHTS for Inhibitors of Vif-A3F Interactions: qHTS; HeLa A3F-eYFP + Vif (tagged APOBEC3F with the HIV-1 protein that degrades it), YFP fluorescence increase; Potency, µM (titrated, usually from 46.1 µM), for inactives: at the top dose activity, negative = active; actives 0.2% (n = 390,000); note: potency is the fitted concentration of half-maximal effect; % of control where 0% means no effect; nearly all actives have a fitted effect of over 65% in size
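Fluorescence increase (Ex 488/Em 500-530) after overnight compound treatment at 37 deg C flags inhibition of Vif-driven A3F-eYFP loss in stable HeLa A3F-eYFP/Vif cells seeded overnight beforehand.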
LDHA block: qHTS assay for inhibitors of human lactate dehydrogenase; AID 1347041, 2019; actives 0.15% (n = 480,000); purified LDHA, NADH/diaphorase-resazurin fluorescence; active compounds read low; activity change, % (values are at about 110 or 230 µM); L-lactate dehydrogenase A chain (Homo sapiens), P00338; in the data active = activity change below about -30%;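 note: plate controls were DMSO wells for no effect and wells without enzyme for full effect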
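LDH5 2 nM; NADH 0.06 mM, pyruvate 0.2 mM; 200 mM Tris pH 7.4, EDTA, Tween-20; 5 min RT. Detection: diaphorase 0.133 mg/mL + resazurin 37 µM, fluorescence ex540/em590 at 0 and 20 min; normalized to enzyme-free and DMSO wells.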
D2 PAM: HTS Assay for Positive Allosteric Modulators of the Human D2 Dopamine Receptor: Primary Screen for Potentiators. D(2) dopamine receptor (Homo sapiens), P14416. potentiation, % at 10 µM. actives 0.34% (n = 340,000). HEK293 T-REx D2, calcium flux, EC20 dopamine potentiation;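 active = potentiation over 3 SD above the plate norm, cut at about 30% in these data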; note: 0% is about no effect
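Potentiation of an EC20 dopamine calcium response is measured in a force-coupled, tetracycline-inducible Hek293 Trex D2 line. Compound-only kinetic reads over 180 s flag agonists before dopamine addition.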
D1 antag: Antagonist of Human D 1 Dopamine Receptor: qHTS. D(1A) dopamine receptor (Homo sapiens), P21728. HEK293 TREx D1 cells, calcium flux, dopamine EC80; active compounds read low. activity change, negative = inhibition, % at 10 µM. actives 3.2% (n = 360,000). AID 504652, 2011; in the data active = activity change below about -30%; note: % is set by controls: 0 for no effect and ±100 for the full control effect
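HEK293 T-REx cells expressing inducible, force-coupled D1 receptor; no-wash Ca dye, 30–90 min RT. Cmpd → 180 s read at 1 Hz → EC80 DA → 180 s read.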
RXFP1 agonist: qHTS Assay for Agonists of the Relaxin Receptor RXFP1 | HEK293T-RXFP1 cAMP TR-FRET, 30 min; response scale: percent of porcine relaxin response, buffer zero | Potency, µM (top dose mostly 57.5 µM), for inactives: top-dose activation, hits mostly activators | actives 0.3% (n = 370,000) | AID 2676, 2010; note: potency is the fitted concentration of half-maximal effect; % is set by controls: 0 for no effect and ±100 for the full control effect; nearly all actives have a fitted effect of over 60% in size; many of its hits are not listed in these tables
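HEK293 cells stably expressing RXFP1, treated 30 min at 37C with compounds plus PDE4 inhibitor Ro 20174; cAMP measured by HTRF TR-FRET. Normalized to buffer and 29 nM porcine relaxin; EC50 by Hill fit.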
D1 agonist: Allosteric Agonists of the Human D1 Dopamine Receptor: qHTS. HEK293 T-REx D1 cells, calcium flux, agonist mode. activation, % at 2 µM. actives 1% (n = 360,000). AID 504660, 2011; in the data active = activation above about 30%; note: 0% is about no effect
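Inducible HEK293 T-REx D1 cells, force-coupled to calcium signalling, were plated at 4000 cells/well with tetracycline and held overnight at 30 C. After no-wash calcium dye loading, compound-evoked calcium rise over 180 s flagged agonists.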
The depositor's hits bear a star; nt = no result given; & = joins results of further samples. Unless noted, calls come from the whole dose curve; as a rule, active = well fitted curve in the direction sought with a large enough effect; inconclusive = small, poorly fitted or top-dose-only effect, or another doubt; inactive = no such curve, though single readings can be large; an effect the other way counts as inactive or inconclusive.

#	structure	Glioma ERSR ind	Vif-A3G inh	D1 potentiator	Vif-A3F inh	LDHA block	D2 PAM	D1 antag	RXFP1 agonist	D1 agonist
1	CSc1ncccc1C(=O)NCC(=O)Nc1ccc(F)c(F)c1	-1%	1%	-9	1%	-7	2	5	1.3%	0
2	Cc1noc(C)c1CSCC(=O)Nc1nc2ccc(S(C)(=O)=O)cc2s1	-1%	-9%	-2	-2%	1	10	11	0.6%	8
3	O=S(=O)(NCCN1CCCC1)c1cccc2cccnc12	-2%	-1%	-1	-1%	-4	0	-5	1.0%	1
4	O=C(COc1ncnc2scc(-c3ccc(F)cc3)c12)NCc1ccco1	-8%	1%	1	-3%	-5	nt	9	1.7%	2
5	O=C(COC(=O)Cn1nnc2ccccc21)Nc1ccccc1Br	-4%	0%	12	-7%	-3	3	-1	0.2%	3
6	Cc1ccc(NC(=S)NCCCN2CCOCC2)cc1C	0%	0%	-4	10%	-5	-8	28	3.1%	3
7	COc1ccccc1NC(=O)NNC(=O)C(C)Oc1ccc2ccccc2c1 (stereo not drawn)	6%	2%	1	-3%	-2	-2	-6	1.6%	0
8	CC(C)C(=O)Nc1ncc(C(F)(F)F)cc1Cl	-5%	2%	-2	-10%	-3	5	17	2.3%	1
9	Cc1cc2nc3c(nc2cc1C)CCCC3	12%	0%	-9	5%	-11	-2	-8	7.3%	2
10	O=C(NCc1ccccc1F)C(=O)NCC(c1ccc2c(c1)OCO2)N1CCOCC1 (stereo not drawn)	-2%	2%	-4	1%	-4	-3	10	0.3%	0
11	CCOC(=O)[C@H]1[C@H]2COc3ccc(Cl)cc3[C@@H]2N2C(=O)c3cc(Br)ccc3NC(=O)[C@@]12C	-1%	-6%	-1	2%	-3	0	1	-1.3%	0
12	Cc1nc2ccc(NC(=O)c3ccc4ccccc4n3)cc2s1	13%	2%	0	2%	-9	31*	0	-1.6%	6
13	O=C(NCc1ccccn1)c1ccc(NS(=O)(=O)c2ccccc2)cc1	-3%	-1%	0	-6%	-6	15	-6	0.3%	2
14	CCOC(=O)c1csc(NC(=O)CCS(=O)(=O)c2ccc(Cl)cc2)n1	1%	-26%	nt	-6%	-3	nt	nt	nt	nt
15	CCCN1CN(Cc2ccccc2)CC2=C1CC(C)(C)CC2=O	-2%	-1%	-5	nt	-3	18	7	-0.5%	2
16	COC(=O)c1ccc(NCCc2csc(-c3ccc(C)cc3)n2)c([N+](=O)[O-])c1	-2%	1%	1	-2%	0	2	13	3.0%	1
17	Cn1nnc2c(NCc3ccccc3Cl)ncnc21	-2%	-2%	0	-4%	-3	nt	nt	4.8%	4
18	O=C1C2CC=C(Cl)CC2C(=O)N1CCCCCCN1C(=O)C2CC=C(Cl)CC2C1=O (stereo not drawn)	-3%	1%	-4	-1%	2	-2	-10	1.6%	5
19	COc1cc(C(=O)NCCc2ccc3c(c2)OCO3)cc(OC)c1OC	-1%	-5%	nt	-16%	2	nt	nt	nt	nt
20	Cc1ccc2c(c1)CC1(CN2C)C(=O)OC(C)(C)OC1=O	-2%&-2%	-4%&-1%	-3	-10%	3&13	2	-5	0.3%	0
21	NS(=O)(=O)c1cccc(NC(=O)CCN2C(=O)C3CCCCC3C2=O)c1 (stereo not drawn)	-2%	1%	11	-2%	-3	2	6	0.7%	0
22	Cc1ccc(NC(=O)Nc2nnc(SCC(=O)N(C(C)C)C(C)C)s2)cc1	-2%	-13%	-4	5%	-4	14	nt	1.7%	-3
23	O=C(NC1(C(F)(F)F)C(=O)Nc2c1c(=O)[nH]c(=O)n2CCc1ccccc1)c1ccc(Cl)cc1Cl (stereo not drawn)	-1%	-3%	2	-5%	-3	-4	-1	0.5%	0
24	COc1ccccc1N(C)S(=O)(=O)c1ccc(C(=O)Nc2ccc(C)cc2C)cc1	-3%	2%	-2	3%	-3	-1	-11	0.0%	8
25	O=C(NNC(=O)C1CC1)c1cc2cc3ccccc3nc2s1	-2%	1%	-5	4%	-5	8	-8	13%	1
26	N#Cc1c(NC(=O)CSc2n[nH]c(N)n2)oc(-c2ccccc2)c1-c1ccccc1	-4%	-4%	4	-1%	-7	0	-1	0.7%	1
27	COc1ccc(OC)c(C2=C/C(=C/c3ccccn3)C(=O)O2)c1	-3%	-7%	-10	-6%	13	10	-56*	2.0%	189*
28	Cc1ccc2cccc(NC(=O)COc3ccccc3[N+](=O)[O-])c2n1	nt	nt	-4	nt	2	7	-10	1.4%	-1
29	COc1ccc(CCNC(=O)Cc2cc(OC)c(OC)cc2Br)cc1OC	-1%	0%	-2	-13%	-3	0	3	2.0%	-4
30	COc1ccc(OCCOc2ccc(S(=O)(=O)N3CCCC3)cc2C(N)=O)cc1	-2%	-2%	6	2%	-4	-8	9	3.3%	1
31	COc1ccc2cc(C(=O)O)ccc2c1	-2%	3%	-4	-10%	-4	-10	-4	1.7%	2
32	COC(=O)c1ccc(CN2C(=O)c3ccccc3C2=O)o1	-6%	0%	-6	-5%	-2	nt	12	12%	0
33	Nc1cccc(-c2cn3cc(C(F)(F)F)cc(Cl)c3n2)c1	1%	-6%	1	-26%	-2	-10	6	2.7%	0
34	COc1ccc(CCNC(=O)c2ccc(CNS(=O)(=O)c3cccc(Cl)c3)cc2)cc1OC	-2%	-17%	-18	-5%	-3	7	-17	-0.4%	7
35	CC(C)(C)[C@@H]1COC(=O)[C@@H](NC(=O)OCC2c3ccccc3-c3ccccc32)C/C=C\C[C@@H](CC(=O)NCCO)C(=O)N1	-5%	5%	nt	14%	0	nt	nt	nt	nt
36	COc1ccccc1CNC(=O)C1CCN(S(=O)(=O)c2cccc3cccnc23)CC1	-1%	-3%	-2	-3%	-4	-15	-7	0.5%	2
37	N#C/C(=C\Nc1ccc(Cl)cc1)S(=O)(=O)c1ccccn1	-4%	3%	-2	6%	-1	4	12	2.4%	4
38	COC1CCN(C(=O)c2cc(COc3cc(C)ccc3C)on2)CC1	-1%	1%	nt	-6%	-2	nt	nt	nt	nt
39	C[C@@H]1CCCCO[C@H](CN(C)C(=O)NC2CCCCC2)[C@@H](C)CN([C@H](C)CO)C(=O)c2cc(NC(=O)c3ccccc3)ccc2O1	1%	-5%	nt	1%	2	nt	nt	nt	nt
40	CCOC(=O)C1=C(C)N(C)C(=O)NC1c1cccc(O)c1 (stereo not drawn)	3%	1%	4	-9%	0	nt	12	0.0%	3

One compound at a time, as listed above. Order of values: Glioma ERSR ind | Vif-A3G inh | D1 potentiator | Vif-A3F inh | LDHA block | D2 PAM | D1 antag | RXFP1 agonist | D1 agonist
O=C(NC1(C(F)(F)F)C(=O)Nc2c1c(=O)[nH]c(=O)n2CCc1ccccc1)c1ccc(Cl)cc1Cl (stereo not drawn) is entered as -1% | -3% | 2 | -5% | -3 | -4 | -1 | 0.5% | 0
COc1ccc(OCCOc2ccc(S(=O)(=O)N3CCCC3)cc2C(N)=O)cc1 is entered as -2% | -2% | 6 | 2% | -4 | -8 | 9 | 3.3% | 1
O=S(=O)(NCCN1CCCC1)c1cccc2cccnc12 is entered as -2% | -1% | -1 | -1% | -4 | 0 | -5 | 1.0% | 1
C[C@@H]1CCCCO[C@H](CN(C)C(=O)NC2CCCCC2)[C@@H](C)CN([C@H](C)CO)C(=O)c2cc(NC(=O)c3ccccc3)ccc2O1 is entered as 1% | -5% | nt | 1% | 2 | nt | nt | nt | nt
Cc1ccc2cccc(NC(=O)COc3ccccc3[N+](=O)[O-])c2n1 is entered as nt | nt | -4 | nt | 2 | 7 | -10 | 1.4% | -1

2 records drawn at random from those above:
#	structure	Glioma ERSR ind	Vif-A3G inh	D1 potentiator	Vif-A3F inh	LDHA block	D2 PAM	D1 antag	RXFP1 agonist	D1 agonist
29	COc1ccc(CCNC(=O)Cc2cc(OC)c(OC)cc2Br)cc1OC	-1%	0%	-2	-13%	-3	0	3	2.0%	-4
21	NS(=O)(=O)c1cccc(NC(=O)CCN2C(=O)C3CCCCC3C2=O)c1 (stereo not drawn)	-2%	1%	11	-2%	-3	2	6	0.7%	0

Further records follow:
#	structure	Glioma ERSR ind	Vif-A3G inh	D1 potentiator	Vif-A3F inh	LDHA block	D2 PAM	D1 antag	RXFP1 agonist	D1 agonist
41	COc1cc(/C=N/N2CCN(C3c4ccccc4-c4ccccc43)CC2)cc(OC)c1OC	-1%	2%	2	2%	-1	-1	-16	-1.4%	0
42	CCOC(=O)COc1ccc(/C=C2/C(=O)NN(c3ccc(F)cc3)C2=O)cc1OC	-2%	1%	9	-1%	0	18	53	-1.4%	0
43	CCC(C)NS(=O)(=O)c1ccc(NC(=O)c2cccs2)cc1 (stereo not drawn)	-2%	-9%	-3	20%	-2	1	-12	-0.8%	2
44	CC(=O)Nc1ccc(C(=O)Nc2cccc(-c3cnc4ccccc4n3)c2)cc1	1%	0%	-7	5%	-23	nt	-4	6.0%	1

An excerpt. The share of hits here may be higher or lower than overall.
